Compound activity as filed in PubChem BioAssay.
ABHD4 inh: inhibitors of mouse ABHD4; purified mABHD4, FP-Rh probe fluorescence polarization; inhibition, % at 8.92 µM; hit rate 0.54% among 370,000; AID 720543;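 active means inhibition exceeding the mean over every tested compound plus 3 SD, cut at about 30% in these data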;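 further: 0% = plate median of compound wells and 100% = S159A mutant with DMSO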
Target sequence (Q8VD66 whole entry, looked up): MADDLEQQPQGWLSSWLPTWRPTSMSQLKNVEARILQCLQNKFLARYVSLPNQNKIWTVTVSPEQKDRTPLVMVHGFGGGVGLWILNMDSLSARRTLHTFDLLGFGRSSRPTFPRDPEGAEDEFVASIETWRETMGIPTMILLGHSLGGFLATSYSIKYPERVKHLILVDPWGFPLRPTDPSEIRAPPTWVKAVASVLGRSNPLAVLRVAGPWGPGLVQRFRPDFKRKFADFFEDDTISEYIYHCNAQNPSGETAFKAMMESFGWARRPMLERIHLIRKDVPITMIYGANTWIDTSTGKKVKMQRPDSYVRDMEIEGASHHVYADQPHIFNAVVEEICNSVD
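Test system: mABHD4 protein; Read-out basis: % inhibition; Incubation: 45 min + 60 min at 25 °C; Repeats: single replicate; Technique: fluorescence polarization with parallel and perpendicular emission, 525/598 nm; Compound: 8.92 µM, single dose; Benchmarks: full inhibition S159A mutant plus DMSO, zero as sample-well median.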
UHRF1 binding: blocks human UHRF1 binding to methylated DNA; Q96T88; UHRF1 binding to methylated oligo, TR-FRET; inhibition, % at 4.4 µM; hit rate 0.75% among 370,000; AID 687016; in the data active means inhibition above about 21%;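 further: UHRF1 SRA domain binding a hemimethylated CpG hairpin DNA probe; 0% = median of test compound wells and 100% = reference inhibitor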
Target sequence (Q96T88 whole entry, looked up, the tested form may be a part): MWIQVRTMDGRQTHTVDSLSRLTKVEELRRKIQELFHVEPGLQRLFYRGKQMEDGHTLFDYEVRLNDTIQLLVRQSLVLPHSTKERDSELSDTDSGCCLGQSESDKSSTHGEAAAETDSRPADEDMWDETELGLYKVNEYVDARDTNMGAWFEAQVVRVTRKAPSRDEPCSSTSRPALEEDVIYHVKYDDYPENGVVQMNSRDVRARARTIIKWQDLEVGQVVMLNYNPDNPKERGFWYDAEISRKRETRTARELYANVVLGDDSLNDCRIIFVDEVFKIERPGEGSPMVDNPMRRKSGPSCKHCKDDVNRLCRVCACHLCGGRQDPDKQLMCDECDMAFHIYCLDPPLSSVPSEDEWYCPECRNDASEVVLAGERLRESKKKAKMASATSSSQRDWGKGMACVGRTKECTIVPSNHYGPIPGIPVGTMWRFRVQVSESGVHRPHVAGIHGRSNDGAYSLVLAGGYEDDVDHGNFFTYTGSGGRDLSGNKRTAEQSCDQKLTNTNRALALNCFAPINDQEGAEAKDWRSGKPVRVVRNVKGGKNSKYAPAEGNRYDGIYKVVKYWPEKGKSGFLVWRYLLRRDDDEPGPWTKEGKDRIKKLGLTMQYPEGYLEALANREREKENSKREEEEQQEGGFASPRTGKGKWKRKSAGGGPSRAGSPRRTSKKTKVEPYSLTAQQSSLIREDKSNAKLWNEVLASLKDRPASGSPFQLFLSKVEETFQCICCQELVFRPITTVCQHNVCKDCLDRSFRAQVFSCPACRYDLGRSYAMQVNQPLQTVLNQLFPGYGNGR
HTRA1 inhibitor: blocks human HTRA1 serine peptidase. hit rate 0.5% among 340,000. Q92743. AID 504803. recombinant HTRA1, FP-rhodamine activity-based probe, fluorescence polarization. inhibition, % at 5.96 µM; in the data active means inhibition above about 36%;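 further: 0% = enzyme with DMSO and 100% = wells lacking enzyme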
GC-B act: GC-B (human) receptor activation; HEK293-GC-B cells, CNP EC30, cGMP TR-FRET; 0% at EC30 CNP, 100% saturating CNP; activation, % at 10 µM; hit rate 0.11% among 370,000; AID 1920062;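 active means activation at 10 µM reaching about 35% in either raw or pattern-adjusted values, limit read from the data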
TCR-CD3 inh: inhibitors of human TCR-CD3 interaction | TAMRA-labeled TCR probe fluorescence, biochemical | hit rate 0.37% among 360,000 | AID 651800 | inhibition, % at 9.4 µM; in the data active means inhibition above about 19%;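 further: recombinant mutant TCR 2C K166C tagged with TAMRA read by polarization; 0% = receptor in buffer alone and 100% = receptor with positive control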
SIAE primary: inhibitors of human sialic acid acetylesterase SIAE | Q9HAT2 | SIAE FP-Rh probe binding, fluorescence polarization | inhibition, % at 9.66 µM | hit rate 0.69% among 370,000;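 active means inhibition above a cutoff: mean of compounds within the control limits plus 3 SD of those, cut at about 17% in these data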;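 further: 0% = plate median of compound wells and 100% = probe without SIAE protein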
PRMT1 inh: PRMT1 (human) inhibition, primary screen; Q99873; recombinant PRMT1, activity-based probe fluorescence polarization; inhibition, % at 2.79 µM; hit rate 1.3% among 370,000;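 active means inhibition above about 21% made by adding two undisclosed values, limit read from the data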
MBD2 DNA inh: blocks human MBD2 binding to methylated DNA. Q9UBB5. TR-FRET, MBD2 binding to methylated oligonucleotide. inhibition, % at 4.4 µM. hit rate 0.31% among 370,000. AID 686964; in the data active means inhibition above about 13%
NPR1 activator: GC-A (human) enzyme activation; HEK293 GC-A cells, cGMP TR-FRET, EC30 ANP; 0% at EC30 ANP, 100% saturating ANP; AID 1671463; activation, % at 10 µM; P16066; hit rate 0.14% among 370,000; in the data active means activation above about 40%
rCAG RNA binder: binds r(CAG) RNA repeats; AID 651821; r(CAG) RNA repeat, TO-PRO-1 dye displacement fluorescence; hit rate 1.3% among 370,000; inhibition, % at 3 µM;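 active means inhibition above the plate cutoff, the mean of all test compounds on that plate plus 3 SD, cut at about 35% in these data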;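 further: 0% = DMSO alone and 100% = 100 µM mitoxantrone as full dye displacement; higher means more dye released from RNA so lower well fluorescence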
Starred values were filed as active, the others as inactive; . = no result given; & = joins results of further samples; ! = not active in a repeat. A portion of the library; count on the stated rates, not on these rows.

SMILES | ABHD4 inh | UHRF1 binding | HTRA1 inhibitor | GC-B act | TCR-CD3 inh | SIAE primary | PRMT1 inh | MBD2 DNA inh | NPR1 activator | rCAG RNA binder
C=CCn1c(O)c(C(C)=Nc2ccc3c(c2)CCC3)c(=O)[nH]c1=O | 1 | 2 | -2 | 0 | 1 | 2 | -5 | -1 | 0 | -1
NCCc1cc(O)c(O)cc1O | 45* | 58* | 73* | -5&-1 | 170* | 91* | 43*! | 25* | -1&0 | 61*
CC12CN3CN(C1)CC(C)(C3)C2=NO | -1 | -4 | 0 | 2 | 6 | 8 | -4 | -4 | -2 | -3
CS(=O)(=O)c1ccc(C2=C(CNC(=O)c3cccs3)[C@H]3CC[C@@H](C2)N3CCOc2ccccc2)cc1 | 7 | 0 | 2 | 1 | 5 | -3 | 2 | -3 | -3 | 1
O=c1[nH]c(=O)n(C2CCCCC2)c(O)c1/C=N/N1CCCCC1c1cccnc1 (stereo not drawn) | 1 | 1 | -1 | -1 | -7 | 0 | 4 | 5 | 0 | -6
CC1=NOC2(C)Nc3ncnn3C(c3ccccc3)C12 (stereo not drawn) | 3 | 1 | 3 | 2 | 6 | 3 | -2 | 0 | 0 | 3
CNCCc1c(C)n[nH]c1C | -2 | 1 | 0 | 1 | -2 | 3 | -2 | 0 | -3 | -1
O=C(O)c1nn(Cc2ccc(Cl)cc2)c2ccccc12 | -6 | 4 | 0 | -1 | -6 | -5 | 5 | 2 | -7 | 6
CCC(=O)c1ccc(OCC(=O)N2CCN(CC(=O)Nc3ccccc3C(F)(F)F)CC2)cc1 | 5 | 0 | -2 | 2 | -1 | 6 | 2 | 1 | 2 | -3
O=C(N/N=C/c1c(O)n(-c2ccccc2)c(=O)[nH]c1=O)c1ccncc1 | 2 | 10 | -1 | 4 | 4 | -1 | 1 | 3 | -2 | 8
COc1ccc2[nH]c(C)c(CCNCc3cn(C)c4ccccc34)c2c1 | 15 | 0 | 16 | -16 | -2 | 3 | -3 | -2 | -22 | 13
Cc1ccc(CN(Cc2ccccc2)C(=S)NCC(=O)N2CCC3(CC2)OCCO3)o1 | -4 | -2 | 0 | -1 | 5 | -8 | -1 | 2 | 2 | -6
CC[C@@H]1c2ccccc2[C@@H]2CC[C@H]1N2c1ccccc1 | 1 | 3 | . | -11 | 3 | 1 | -5 | -4 | -4 | 4
COc1ccc(N/N=C/c2c(O)n(-c3ccc(C)c(C)c3)c(=O)[nH]c2=O)cc1 | -5 | -13 | 4 | -2 | 3 | 1 | 7 | -3 | -4 | 3
Cc1sc(-n2c(C)cc(C=C3C(=O)NC(=O)NC3=O)c2C)c(C#N)c1C | 0 | -1 | . | -3 | -1 | -2 | 8 | -2 | -10 | 1
O=C(c1cc2cc3ccc(Cl)cc3nc2o1)N1CCC2(CC1)OCCO2 | -12 | -2 | 1 | 4 | 3 | -4 | -2 | 1 | 6 | 3
CC1CCCCC1NC1CCN(C)CC1 (stereo not drawn) | -1 | -3 | -10 | 0 | 2 | 0 | 3 | -5 | 0 | 0
Cc1ccc(C(C)C)c(OCC(=O)N2CCN(Cc3nc4cc([N+](=O)[O-])ccc4n3C)CC2)c1 | -4 | 2 | -2 | -5 | 3 | 1 | -2 | -4 | 2 | 6
CCCC(C)CC1(CCO)C(=O)NC(=S)NC1=O (stereo not drawn) | 1 | 0 | -8 | 1 | 1 | 4 | 2 | 6 | -2 | 1
CCC(=O)O[C@@H]1[C@@H](OC(C)=O)[C@@]2(O)C(C[C@H](O)C2(C)C)[C@](C)(O)[C@H]2CC[C@@H]3[C@@H](O)[C@]12C[C@@]3(C)O (stereo partly drawn) | -1 | 0 | -3 | -13 | 4 | 5 | -2 | -6 | -2 | -2
Nc1cc(Cl)cc(C(=O)O)c1Cl | 6 | 0 | 1 | 1 | 12 | 1 | 0 | 0 | 2 | -1
O=C1CCCN1c1ccc(S(=O)(=O)O)cc1 (tested in a mixture with another compound) | 1 | -1 | -2 | -1 | 6 | -1 | 2 | 2 | -3 | 0
C1=CC(Cc2cncs2)c2ccccc21 (stereo not drawn) | 4 | -3 | -10 | -1 | -4 | 0 | 2 | -2 | 1 | 5
COC(=O)C1=C(c2ccccc2)C[C@@H]2CC[C@H]1N2C(=O)N1CCC(C)CC1 | 8 | -1 | -10 | 1 | 7 | 3 | 0 | -2 | -2 | -9
Cc1cc(C)c(C(=O)N2CCC3(CC2)OCCO3)c(C)c1 | -3 | -1 | 2 | -7 | 1 | 9 | -1 | 3 | 4 | -3
COC(=O)C1=C(c2ccc(OC)c(OC)c2)C[C@@H]2CC[C@H]1N2C(=O)NCCOc1ccc(OC)cc1 | 2 | -3 | 5 | 5 | 4 | 5 | 0 | 0 | -3 | -10
NC(Cc1ccc(N(CCCl)CCCl)cc1)C(=O)O (stereo not drawn) | 10 | 1 | . | -3 | . | -2 | 2 | -3 | 3 | 6
O=C(c1ccccc1F)N1CCC2(CC1)OCCO2 | 3 | 0 | 5 | 1 | 4 | 3 | -2 | 0 | 4 | -1
Cc1cccc(C)c1-n1nnnc1C(c1cccs1)N1CCC(n2c(=O)[nH]c3ccccc32)CC1 (stereo not drawn) | 0 | 0 | . | 1 | 4 | -4 | -4 | 4 | -3 | 6
N#CC1(c2ccccc2)CCN(C2CC(=O)N(c3cccc(F)c3)C2=O)CC1 (stereo not drawn) | -4 | 7 | 0 | 0 | -11 | -4 | 7 | 6 | -1 | -5
C[N+]1(C)C2CC[C@H]1CC(OC(=O)C(CO)c1ccccc1)C2 (stereo partly drawn) | 5 | 0 | 2 | -1 | 2 | 8 | 3 | 2 | 3 | 1
CCOC(=O)c1c(C)n(Cc2ccc3c(c2)OCO3)c2ccc(O)cc12 | 14 | 2 | -22 | 28 | -3 | 3 | 0 | -6 | 79* | 5
CCCCC(=O)N/N=C/c1c(O)n(CCC2=CCCCC2)c(=O)[nH]c1=O | 9 | -2 | . | 0 | -12 | 4 | 4 | -1 | -2 | 9
CSc1ccc(C(c2c(O)c3ccccc3oc2=O)c2c(C)n(C)n(-c3ccccc3)c2=O)cc1 (stereo not drawn) | 0 | 2 | -7 | 2 | 3 | -3 | -3 | -2 | 3 | 14
CC(C)NCC(O)c1ccc(C2CCCC2)cc1 (stereo not drawn) | -1 | -4 | 5 | -3 | -2 | 2 | -4 | -1 | 3 | 5
CCOc1cccc(CNC2CN3CCC2CC3)c1 (stereo not drawn) | 3 | 7 | 5 | 0 | -5 | -4 | -2 | 3 | 3 | -2
CC(=O)OC1C(O)C2=C3C4(C)C1C(C)(C)C(=O)CC4C3(O)C(OC(C)=O)C1(CC1C)C2=O (stereo not drawn) | -7 | -3 | . | -3 | 8 | -2 | -3 | 1 | -1 | 4
CSCCC(c1nnnn1C1CCCC1)N1CCC(n2c(=O)[nH]c3ccccc32)CC1 (stereo not drawn) | -10 | 1 | . | -3 | -7 | 0 | -1 | -3 | -1 | 1
Clc1cccc(Cl)c1CN1CCN(c2ccccc2)CC1 | 11 | 5 | -4 | 7 | -6 | -1 | 6 | 0 | 1 | -6
CCC(=O)c1cn(Cc2ccc(C#N)cc2)c2ccccc12 | 0 | -1 | -4 | 2 | -6 | 8 | -1 | 3 | -2 | -1

Exported in markdown: part of the list above
| structure | ABHD4 inh | UHRF1 binding | HTRA1 inhibitor | GC-B act | TCR-CD3 inh | SIAE primary | PRMT1 inh | MBD2 DNA inh | NPR1 activator | rCAG RNA binder |
| --- | --- | --- | --- | --- | --- | --- | --- | --- | --- | --- |
| COC(=O)C1=C(c2ccccc2)C[C@@H]2CC[C@H]1N2C(=O)N1CCC(C)CC1 | 8 | -1 | -10 | 1 | 7 | 3 | 0 | -2 | -2 | -9 |
| Cc1cc(C)c(C(=O)N2CCC3(CC2)OCCO3)c(C)c1 | -3 | -1 | 2 | -7 | 1 | 9 | -1 | 3 | 4 | -3 |

Following part.
SMILES | ABHD4 inh | UHRF1 binding | HTRA1 inhibitor | GC-B act | TCR-CD3 inh | SIAE primary | PRMT1 inh | MBD2 DNA inh | NPR1 activator | rCAG RNA binder
CN1CCN(Cc2cn3cccnc3n2)CC1 | 0 | 3 | 4 | 0 | -3 | -9 | 0 | 2 | 2 | 3
CC(=O)c1cn(Cc2ccccc2F)c2ccccc12 | -5 | 1 | 4 | 6 | 1 | 1 | -3 | 2 | 17 | -4
O=C1NCN(c2ccccc2)C12CCN(C(c1ccccc1)c1nnnn1-c1ccc3c(c1)OCCO3)CC2 (stereo not drawn) | 9 | 2 | . | -10 | -1 | -2 | 2 | -2 | -10 | 10
O=C(c1ccc(Cl)cc1)C1CCCN(Cc2ccc3c(c2)OCCO3)C1 (stereo not drawn) | 1 | -1 | -4 | -2 | -2 | 7 | -4 | -4 | -6 | -6
Cc1ccc2c(c1)C1CN(C)CCC1N2C(=O)COc1ccc(S(=O)(=O)N2CCOCC2)cc1 (stereo not drawn) | -1 | -1 | 6 | 9 | 0 | 3 | -3 | -5 | -3 | -3
C[C@]12CCC(=O)C=C1CCC1C2CC[C@@]2(C)C1CC[C@]2(C)O (stereo partly drawn) | 5 | -2 | -4 | -1 | 0 | 5 | -4 | -2 | 3 | 1
COC(=O)C1=C(c2ccc(Cl)c(C(F)(F)F)c2)C[C@@H]2CC[C@H]1N2C(=O)NCc1cc(C)oc1C(F)(F)F | 2 | -1 | -9 | -5 | -1 | -10 | -1 | -1 | -4 | -5
CN1CCCC(C(=O)c2ccc(Cl)cc2)C1 (stereo not drawn) | 4 | -1 | -19 | 6 | 5 | 9 | 0 | -2 | -1 | -3
CCC(C)C1(CC)C(=O)NC(=O)N=C1N (stereo not drawn) | -3 | -4 | -3 | -1 | -3 | -2 | -3 | 5 | -1 | 3
Cn1c(O)c(C=NCCN2CCN(C(=O)c3ccccc3)CC2)c(=O)n(C)c1=O | 0 | -3 | 4 | -2 | -3 | -3 | 2 | 2 | 0 | -3
C[C@]12CCC3C(CC[C@H]4[C@@H](O)[C@H](O)CC[C@]34C)C1CCC2=O (stereo partly drawn) | -9 | 3 | -4 | -1 | -8 | 1 | 4 | 7 | 4 | 1
O=c1[nH]c(=O)n(CCC2=CCCCC2)c(O)c1/C=N/Nc1ccccc1 | 7 | 4 | -4 | 4 | -2 | 5 | 22* | -4 | -7 | 16
COC12CCC3(CC1C(C)(O)C(C)(C)C)[C@H]1Cc4ccc(O)c5c4[C@@]3(CCN1CC1CC1)C2O5 (stereo partly drawn) | -3 | 0 | -13 | 2 | 2 | 4 | -1 | -1 | 3 | 5
CCc1nc2ccccc2c(=O)n1-c1ccccc1[N+](=O)[O-] | -1 | 2 | 0 | 0 | -5 | -1 | -4 | -4 | -4 | 3
O=c1ccc2cc(OC3O[C@H](CO)[C@@H](O)[C@H](O)[C@H]3O)c(O)cc2o1 (stereo partly drawn) | -2 | -2 | -2 | 0 | 4 | 0 | -2 | 0 | 11 | 1
CCN1CCN(C(=O)Cc2coc3ccc4ccccc4c23)CC1 | 0 | -3 | 6 | -7 | 8 | -8 | -1 | 0 | 0 | 5
Clc1ccc(C(OCCN2CCCCC2)c2ccccc2)cc1 (stereo not drawn) | 8 | -2 | 3 | -24 | 3 | 4 | -4 | -5 | -32 | 1
N=C1c2ccccc2CN1c1cccc([N+](=O)[O-])c1 | 4 | 1 | 5 | 3 | 5 | 14 | -11 | 0 | 2 | -3
Fc1ccc(Cn2nnnc2CN2CCC(n3nnc4cc(C(F)(F)F)ccc43)CC2)cc1 | -12 | 8 | 1 | -7 | 1 | -6 | 12 | 5 | -28 | -3
CCCCC(=O)C1C(=O)NC(=O)NC1=O | -2 | -4 | -2 | 2 | 5 | -1 | 2 | -1 | -4 | 1
CCN1CCN(c2nc3c(c(=O)[nH]2)CCCC3)CC1 | -1 | 1 | 11 | 1 | 1 | 0 | -3 | -3 | 5 | 0
